# From PubChem
# TEAD-YAP block – TEAD-YAP interaction inhibition; HEK-TIYL cells, TEAD-Gal4/YAP UAS-luciferase luminescence; inhibition, % at 9.12 µM; 640,000 compounds, 1.4% hits; in the data active means inhibition above about 32%;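 further: 0% = median of test compound wells and 100% = reference inhibitor wells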
# GPR151 activ – activates the human receptor GPR151; Q8TDV0; PathHunter beta-arrestin GPR151 cells, luminescence; activation, % at 11.2 µM; 650,000 compounds, 1% hits; AID 1508602; in the data active means activation above about 4.9%;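 further: 0% = median of compound wells and 100% = cells with positive control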
# Target sequence (Q8TDV0 whole entry, looked up): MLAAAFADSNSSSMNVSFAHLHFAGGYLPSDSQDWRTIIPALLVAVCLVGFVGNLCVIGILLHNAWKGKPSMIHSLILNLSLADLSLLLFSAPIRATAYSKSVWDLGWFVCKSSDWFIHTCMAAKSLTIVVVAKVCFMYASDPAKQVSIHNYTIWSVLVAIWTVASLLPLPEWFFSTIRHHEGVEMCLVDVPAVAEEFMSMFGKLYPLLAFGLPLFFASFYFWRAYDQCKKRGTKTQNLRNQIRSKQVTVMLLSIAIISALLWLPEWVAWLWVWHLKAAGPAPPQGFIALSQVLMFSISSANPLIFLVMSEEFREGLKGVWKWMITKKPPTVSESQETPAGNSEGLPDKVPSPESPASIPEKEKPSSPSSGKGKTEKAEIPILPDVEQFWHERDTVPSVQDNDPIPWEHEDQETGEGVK
# MITF inh – inhibitors of human MITF; O75030; AlphaScreen MITF homodimerization, bead proximity signal; inhibition, % at 2.6 µM; 650,000 compounds, 0.91% hits; in the data active means inhibition above about 50%;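 further: 0% = vehicle wells with protein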
# Target sequence (O75030 whole entry, looked up): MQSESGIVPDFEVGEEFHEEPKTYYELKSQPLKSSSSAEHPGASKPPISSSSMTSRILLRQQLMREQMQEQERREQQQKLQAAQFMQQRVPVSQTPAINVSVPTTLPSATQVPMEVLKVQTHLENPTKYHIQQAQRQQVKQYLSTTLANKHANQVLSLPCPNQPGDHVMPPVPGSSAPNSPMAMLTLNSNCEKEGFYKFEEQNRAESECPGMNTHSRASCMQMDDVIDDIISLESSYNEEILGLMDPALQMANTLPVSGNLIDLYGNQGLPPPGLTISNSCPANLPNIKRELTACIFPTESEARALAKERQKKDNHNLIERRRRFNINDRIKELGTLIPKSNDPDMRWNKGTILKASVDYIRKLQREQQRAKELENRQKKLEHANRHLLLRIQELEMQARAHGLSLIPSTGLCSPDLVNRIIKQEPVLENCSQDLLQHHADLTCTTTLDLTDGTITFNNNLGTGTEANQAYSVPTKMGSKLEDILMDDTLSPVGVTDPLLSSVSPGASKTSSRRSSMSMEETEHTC
# FBW7 act – activators of human E3 ligase FBW7; Q969H0; normalized activity (activation), % at 26.1 µM; 650,000 compounds, 0.13% hits; AID 1259310; AlphaScreen FBW7–phospho-cyclin E peptide binding, activator screen; in the data active means normalized activity above about 1.9%;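 further: purified mutant Fbw7 with reduced substrate affinity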
# * = called active by the depositor.
Structure,GPR151 activ,MITF inh,FBW7 act,TEAD-YAP block
Brc1ccc2nc(N3CCN(c4ccccc4)CC3)nc(-c3ccccc3)c2c1,3.5,-1,0.1,-4
CCOc1ccccc1-c1nc(SCC(=O)Nc2ccc([N+](=O)[O-])cc2OC)n[nH]1,0.2,2,0.4,8
Cc1ccc(NC(=O)/C=C\C(=O)O)cc1Cl,-1.1,-11,-0.1,-5
CCC(=O)N1c2ccccc2NC2=C(C(=O)CC(C)(C)C2)C1c1ccc(-c2cccc([N+](=O)[O-])c2)o1 (stereo not given),-1.0,-5,0.1,-4
CCc1ccc(OCC(O)Cn2c(N3CCN(C)CC3)nc3c2c(=O)[nH]c(=O)n3C)cc1 (stereo not given),0.6,10,0.0,4
COc1cccc(-n2nnc3c(=O)n(CC(=O)N4CCCCC4)cnc32)c1,0.1,3,-0.1,-1
COc1ccc(N2CC(C(=O)Nc3ccc(N4CCOCC4)cc3)CC2=O)cc1 (stereo not given),-0.8,5,0.0,-1
Cc1ccc(N=Cc2c(C)[nH]n(-c3ccccc3)c2=O)c([N+](=O)[O-])c1,-1.4,7,-0.1,0
O=C(Nc1ccc2c(c1)OCCO2)C(=O)Nc1ccc(Cl)cc1Cl,-0.7,10,-0.1,-14
CCC(=O)N1CCN(S(=O)(=O)c2ccc(C)cc2)C1c1ccc(N(CC)CC)cc1 (stereo not given),-0.5,4,-0.1,5
CCC1CCCCN1CCN1C(=O)C2C(C(=O)Nc3ccc(OC)cc3)C3C=CC2(O3)C1C(=O)NC1CCCCC1 (stereo not given),-1.4,4,0.1,-8
CC(=O)Nc1nnc(SCc2cc(=O)c(OC(=O)c3ccc(Cl)cc3)co2)s1,2.1,4,-0.1,1
O=C(O)CCC(=O)N1N=C(c2ccccc2)CC1c1ccc2c(c1)OCO2 (stereo not given),-0.1,4,-0.1,0
CCOc1cc(CN2CCN(Cc3cccc(Cl)c3)CC2)ccc1OC,1.4,40,0.0,15
O=C(c1ccc2c(=O)n(CC3CCCO3)c(=S)[nH]c2c1)N1CCN(c2ccccc2)CC1 (stereo not given),0.1,2,0.0,11
Cn1c(-c2nonc2NC(=O)c2ccccc2F)nc2ccccc21,-0.1,2,0.1,3
Cc1ccc(NC(=O)CCC(=O)N/N=C/c2c[nH]c3ccccc23)cc1,1.5,-1,0.3,8
COc1ccc(CNC(=O)c2c(O)c3cc(OC)c(OC)cc3[nH]c2=O)cc1OC,0.2,-49,-0.1,-6
CC(=O)Nc1cc(F)cc(-c2ccnc(Nc3ccc(-n4nc(C)nc4C)cc3)n2)c1,0.1,9,-0.1,45*
NNC(=O)CCn1cnc2ccccc21,0.0,-5,-0.1,4
CC(C)(C)C(=O)N1CCC(N2C(=O)Cc3ccccc32)CC1,1.2,5,-0.3,1
Cc1c(NC(=O)c2csc3c2CCC(C)C3)c(=O)n(-c2ccccc2)n1C (stereo not given),1.4,-5,0.0,0
COc1cccc(NC(=O)C2CC(=O)OC23CCCCC3)c1 (stereo not given),0.8,1,-0.1,-1
CCOC(=O)C1=C(C)N(c2ccc(OC)cc2)C(=O)/C1=C\c1ccco1,0.0,0,0.1,3
Cc1ccc(-c2nnc(Nc3ccc(OCC(N)=O)cc3)c3ccccc23)cc1S(=O)(=O)N1CCOCC1,0.5,-17,0.0,5
Cc1ccccc1-c1nc(CN2CCC(C(=O)NCCN3CCCC3)CC2)c(C)o1,-0.2,-30,-0.5,-13
CC(C)=CCCc1cc(C(=O)Nc2nccs2)c2ccccc2n1,0.2,-2,-0.2,16
COc1cc(/C=C/C(=O)N2CCC(C)CC2)cc(OC)c1OC,-0.3,-8,-0.2,-17
COc1ccc(-c2nnc(NC(=O)c3ccccc3C)s2)cc1OC,-2.9,6,0.3,3
Cn1c(CNC(=O)c2ccc(Cl)cc2)nc2ccccc21,2.4,12,1.7,15
Cc1nc2sccn2c(=O)c1S(=O)(=O)Nc1ccc2c(c1)OCO2,-0.2,-13,0.2,-2
Cc1nnc(-c2ccc(OCC(=O)NC(C)(C)C)cc2)o1,4.1,1,0.0,1
CCCN(CCC)CCCNC(=O)c1[nH]c(C)c(C(C)=O)c1C,1.8,-1,-0.1,4
Cc1ccc2oc(-c3cccc(NC(=O)c4cc([N+](=O)[O-])ccc4Cl)c3C)nc2c1,-0.6,14,0.8,2
COc1ccc(-c2ccc(CO)o2)cc1[N+](=O)[O-],-2.1,-18,-0.3,13
C=CCSC(=O)NC(C)(C)c1ccncc1,0.7,4,-0.1,-3
O=C(NCC1CCCN(C(=O)CN2CCCC2=O)C1)c1ccccc1Cl (stereo not given),0.8,-6,-0.1,-10
CCOc1ccc(N2C(=O)c3cccnc3C2O)cc1 (stereo not given),1.3,7,-0.2,3
COc1ccc(C(=O)N/N=C(\C)CC(=O)NCc2ccco2)cc1OC,-0.1,-8,-0.3,35*
Cc1cccc(C2=N/C(=C\c3cccc(Cl)c3Cl)C(=O)O2)c1,-0.3,17,0.1,4
CC(C)(C)c1ccc(S(N)(=O)=O)cc1,0.0,3,-0.2,-4
CCOC(=O)N1CCN(c2nc(NCCO)c3cnn(-c4ccc(Cl)cc4)c3n2)CC1,0.3,0,-0.1,3
O=S(=O)(c1ccc(Br)cc1Br)N1CCCCC1,-1.3,12,0.2,-3
CN(C)S(=O)(=O)c1ccc(Cl)c(C(=O)OCC(=O)NC(=O)NC2CCCCC2)c1,-0.7,8,0.1,-4
CCOc1ccc(-c2nn(C)c(C)c2Oc2ccccc2)c(O)c1,1.0,0,-0.1,-4
CN(Cc1ccccc1)C1CCN(C(=O)c2ccco2)CC1,2.9,28,0.8,3
CC(C)c1ccccc1OCC(O)CN1CCCCC1 (stereo not given),1.9,6,0.0,10
COc1cc(/C=N/NC(=O)CC(=O)N/N=C/c2ccc(O)c(OC)c2)ccc1O,0.7,3,0.2,2
COc1ccc(-c2nc(NCCO)c3[nH]cnc3n2)cn1,-0.2,-3,-0.1,2
O=C(CSc1nnc(-c2ccc([N+](=O)[O-])cc2)o1)Nc1ccccn1,-1.7,3,0.0,-44

# Just FBW7 act (four entries from above):
compound | FBW7 act
CCC1CCCCN1CCN1C(=O)C2C(C(=O)Nc3ccc(OC)cc3)C3C=CC2(O3)C1C(=O)NC1CCCCC1 (stereo not given) | 0.1
CCOC(=O)C1=C(C)N(c2ccc(OC)cc2)C(=O)/C1=C\c1ccco1 | 0.1
Brc1ccc2nc(N3CCN(c4ccccc4)CC3)nc(-c3ccccc3)c2c1 | 0.1
NNC(=O)CCn1cnc2ccccc21 | -0.1

# (list continues)
Structure,GPR151 activ,MITF inh,FBW7 act,TEAD-YAP block
NC(=O)c1nsc(C(=O)N(CC(=O)NCc2ccc(F)cc2)Cc2cccs2)c1N,0.0,0,-0.2,-1
COc1ccc(C2C(C(=O)OCc3ccccc3)=C(C)NC3=C2C(=O)CC(c2ccccc2)C3)cc1OC (stereo not given),-0.5,1,0.4,7
CC(=O)NCCC(=O)NNC(=O)Cn1nnc(-c2ccccc2)n1,0.7,5,0.1,-3
COc1cccc(C2CC(=O)N3CN(c4ccc(N(C)C)cc4)CSC3=C2C#N)c1 (stereo not given),-0.1,7,-0.2,-1
COc1ccc(C(=O)C2CCN(CC(=O)Nc3ccccc3)CC2)cc1,0.7,13,0.2,13
Cc1ccc([N+](=O)[O-])cc1N=Cc1ccc(N(C)C)cc1,1.6,3,-0.1,7
COc1ccc(C(=O)Oc2ccc3c(c2)OCO3)cc1[N+](=O)[O-],-2.9,-8,0.0,0
O=C(N/N=C/c1ccc([N+](=O)[O-])cc1)c1cccc(F)c1,2.0,7,0.1,-44
Cc1ccc(C(=O)N=c2scc(-c3ccccc3)n2-c2ccc(C)cc2)cc1,-0.1,12,0.0,-18
O=C(Nc1ccc(F)c(Cl)c1)c1cc2n(n1)C(C(F)(F)F)CC(c1cccs1)N2 (stereo not given),0.8,4,0.1,-10
COCCNC(=O)CSc1nc2cc(C(=O)NCCOC)ccc2c(=O)n1Cc1ccc2c(c1)OCO2,0.7,-2,0.0,-2
Cc1ccc2cc3c(N)c(C(=O)Nc4c(C)[nH]c(=O)[nH]c4=O)sc3nc2c1,0.0,-4,0.0,2
CCOC(=O)CC(NS(=O)(=O)c1ccc(Cl)c(Cl)c1OC)c1ccc(C)cc1 (stereo not given),1.7,1,0.0,-6
C/C(CC(=O)Nc1ccc(Cl)cc1)=N\NC(=O)C(=O)N1CCCCC1,-0.1,-3,0.0,-12
COc1cc(NC(=O)CS(=O)(=O)Cc2ccccc2)c(OC)cc1Cl,-0.7,21,0.0,1
CCOC(=O)Oc1ccc2c(=O)c(Oc3ccc(C)cc3)coc2c1,-0.9,11,-0.3,-2
COc1ccc2nc(NC(=O)Cc3c[nH]c4ccccc34)sc2c1,-0.2,24,0.1,-17
COCCn1c(SCC(=O)N2CCc3ccccc32)nnc1-c1ccncc1,-0.8,0,0.6,-3
CCc1ccc(CN2CCC(n3nccc3NC(=O)C3CCCC3)CC2)o1,-0.1,6,0.0,7
CCC1CCc2c(sc(NC(=O)Cc3ccc([N+](=O)[O-])cc3)c2C(N)=O)C1 (stereo not given),-1.2,-2,0.0,8
Cc1c[nH]c(=O)c2cccc(NC3CCN(C(=O)C(N)c4ccc(Br)cc4)CC3)c12 (stereo not given),2.5,27,-1.1,20
CC(C)c1cc(C(C)C)c(S(=O)(=O)NCC2CCCO2)c(C(C)C)c1 (stereo not given),0.0,3,0.1,4
COCc1cccc(-c2cncc(-c3ccc(O)cc3)n2)c1,0.6,11,0.1,-17
COC(=O)c1ccccc1NC(=O)NNC(=O)c1ccncc1,-0.3,-1,0.0,-3
Cc1cc(C)nc(N/N=C/c2cc([N+](=O)[O-])ccc2Cl)n1,-1.4,-4,-0.2,1
CCOC(=O)c1c(C)n(C)c2ccc(OCC(O)CNc3ccc(OC)cc3)cc12 (stereo not given),0.0,-2,-0.3,-8
O=C(CN1Cc2ccccc2OC(c2ccccc2)C1)NCCCn1cccn1 (stereo not given),-0.3,7,0.0,-2
O=C(NCc1ccco1)c1c(O)c2cccc3c2n(c1=O)CCC3,0.6,-8,0.0,5
O=C(CSc1ccc(-c2cccnc2)nn1)N1CCCC1,-0.3,-8,0.1,0
COc1cc(/C=N/NC(=O)c2ccc(F)cc2)ccc1O,0.5,18,0.1,-26

# Complete entries from above. Order of values: GPR151 activ, MITF inh, FBW7 act, TEAD-YAP block
# `CC(C)c1cc(C(C)C)c(S(=O)(=O)NCC2CCCO2)c(C(C)C)c1` (stereo not given) is listed with 0.0, 3, 0.1, 4
# `Cc1c[nH]c(=O)c2cccc(NC3CCN(C(=O)C(N)c4ccc(Br)cc4)CC3)c12` (stereo not given) is listed with 2.5, 27, -1.1, 20
# `CCOC(=O)c1c(C)n(C)c2ccc(OCC(O)CNc3ccc(OC)cc3)cc12` (stereo not given) is listed with 0.0, -2, -0.3, -8
# `COCc1cccc(-c2cncc(-c3ccc(O)cc3)n2)c1` is listed with 0.6, 11, 0.1, -17
# `O=C(CSc1ccc(-c2cccnc2)nn1)N1CCCC1` is listed with -0.3, -8, 0.1, 0

# Following part.
Structure,GPR151 activ,MITF inh,FBW7 act,TEAD-YAP block
Cc1cccc(S(=O)(=O)N2CCN(c3cc(Oc4ccccc4)nc(C)n3)CC2)c1,0.1,-12,-0.1,-2
O=C(CN1C(=O)c2ccccc2S1(=O)=O)Nc1ccc2c3c(cccc13)CC2,-0.9,-2,-0.1,1
COc1ccc(S(=O)(=O)CCC(=O)Nc2ccc(Br)cc2)cc1,0.1,-8,0.1,5
COc1cccc(NC(=O)c2sc3ncn(CC(=O)Nc4cccc(C(F)(F)F)c4)c(=O)c3c2C)c1,-0.6,-24,-0.2,-4
CN(Cc1ccsc1)C(=O)c1cc(COc2ccc(F)cc2Cl)on1,0.7,-7,0.1,-4
Cn1nnnc1SCC(=O)Nc1ccc2nc(SCc3ccccc3F)sc2c1,0.0,1,0.0,-8
CN(C)CCOC(=O)c1ccccc1C(=O)O,-1.4,7,-0.1,3
Cc1ccc2c(c1)c(=O)c1ccccc1n2CCCC(=O)Nc1cccnc1Cl,-0.2,8,0.3,6
O=C1C2C3C=CC(C4CC34)C2C(=O)N1/N=C/c1ccccc1[N+](=O)[O-] (stereo not given),0.6,5,0.2,-13
COC(=O)c1cc(S(=O)(=O)N2CCN(c3cccc(OC)c3)CC2)c[nH]1,-0.7,8,-0.1,-3
N#CC1=C(N)N(c2ncn[nH]2)C2=C(C(=O)CCC2)C1c1ccccc1 (stereo not given),0.1,-5,-0.1,10
CCCOc1ccc(N2CCN(C(=O)c3cccc(Cl)c3)CC2)nn1,-0.3,-4,0.1,11
O=C(CN1C(=O)c2ccccc2C1=O)Nc1c(Cl)cccc1Cl,-1.1,-12,0.2,-2
CC1=C(C(=O)OC2CCCCC2)C(c2ccc(F)cc2)n2nnnc2N1 (stereo not given),2.6,5,0.0,-3
